# Compound activity: PubChem BioAssay, several laboratories
# TNAP inhibition – human TNAP enzyme inhibitors, biochemical, luminescent (AID 518). purified TNAP enzyme, luminescent substrate readout; higher % means a stronger effect. inhibition, % at 20 µM; hits with a dose series show IC50 in µM. 64,000 tested, 0.09% active; in the data active = a potency from the dose series; inactive = the rest, 99 in 100 with inhibition below about 22%;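 note: plate controls were vehicle for no effect and reference inhibitor for full effect; many of its hits are not listed in these tables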
# HPDE-C7 viability – HPDE-C7 pancreatic duct cell viability loss – fluorescence, HTS (AID 430); HPDE-C7 pancreatic duct cells viability, fluorescence; higher % means a stronger effect; one-dose cytotoxicity, % at 10 µM; EC50 in µM for titrated hits; 63,000 tested, 1.8% active;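 note: cells exposed to compound for 48 hours before viability readout; 0% = vehicle and 100% = reference cytotoxic drug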
# Bfl-1 inhibitors – Bfl-1 inhibitors, primary screen, biochemical, fluorescence polarization, FITC-Bid, mouse (AID 432); 64,000 tested, 0.02% active; displacement, % at 20 µM, or IC50 in µM where a hit was titrated; FITC-Bid BH3 peptide fluorescence polarization displacement; higher % means a stronger effect; in the data active = a potency from the dose series; inactive = the rest, 99 in 100 with displacement below about 15%; note: strong numbers were not always called active
# LYP inhibition – LYP phosphatase inhibitors, primary screen, biochemical, DiFMUP fluorescence, recombinant catalytic domain, 10 µM (AID 606); inhibition, % at 10 µM, or IC50 in µM where a hit was titrated; recombinant LYP catalytic domain, DiFMUP fluorescence; higher % means a stronger effect; 52,000 tested, under 10 active;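 active = IC50 under 40 µM in the dose-response test; inactive = IC50 of 40 µM or more, or never dose-tested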
# Spn DPM-DC inh – S. pneumoniae DPM-DC inhibition | purified DPM-DC, PK/LDH coupled NADH fluorescence | calls only at 10 µM | 65,000 tested, 0.49% active;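 active = the 320 compounds with the highest percent inhibition in the single-dose primary screen, excluding strongly autofluorescent ones, cut at about 32% in these data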;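 note: kinetic rate of NADH fluorescence loss reporting ADP formed by the decarboxylase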
# HPDE-C7K KRASV12 – cytotoxicity in KRAS-transformed pancreatic duct cells, primary screen, cell-based, fluorescence, HTS (AID 431) | HPDE-C7K KRASV12 cells, Alamar Blue viability, 48 h; higher % means a stronger effect | one-dose cytotoxicity, % at 10 µM; EC50 in µM for titrated hits | 63,000 tested, 1.7% active;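 active = compounds whose percent cytotoxicity in the single-dose primary screen, scaled between solvent and toxic-drug controls, exceeds 50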;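 note: 0% = DMSO solvent wells and 100% = doxorubicin-treated wells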
# HT1080 viability – HT1080 cell viability loss – fluorescence readout (AID 620) | one-dose cytotoxicity, % at 10 µM; EC50 in µM for titrated hits | 87,000 tested, 0.42% active | HT1080 viability, fluorescence; higher % means a stronger effect;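 note: cells exposed to compound overnight then 4 h with Alamar Blue; 0% = vehicle DMSO and 100% = killing control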
# Spn PMK inh – blocks S. pneumoniae phosphomevalonate kinase. purified PMK, PK/LDH-coupled NADH absorbance 340 nm. inhibition, % at 10 µM. 65,000 tested, 0.49% active. AID 539;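 active = top-ranked compounds by inhibition in the single 10 µM screen, taking a fixed number of the strongest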;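 note: 0% = full reaction with DMSO carrier and 100% = background rate without enzyme reaction; no value below 0 was filed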
# Spn MK inh – S. pneumoniae mevalonate kinase inhibition. 65,000 tested, 0.48% active. purified MK, PK/LDH-coupled NADH absorbance 340 nm. AID 555. inhibition, % at 10 µM;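 active = ranked among the strongest by inhibition in the single 10 µM screen, a fixed top-ranked set picked for dose follow-up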; note: no value below 0 was filed
# Spn PMK inh pilot replicates – second read-out of Spn PMK inh, no call of its own (marks repeat the call); inhibition, %; measured here: pilot screen replicates
# Spn MK inh pilot replicates – recorded beside Spn MK inh, whose call it bears; inhibition, %; measured here: pilot screen replicates
# Spn DPM-DC inh pilot screen % – further read-out of Spn DPM-DC inh, marked with its call; inhibition, %; measured here: pilot screen trials
# * = called active by the depositor; i = inactive; . = not tested or not shown. Cut-off read from the data, not from the text of the source, unless noted: active = cytotoxicity above about 50%; inactive = the rest.
SMILES,TNAP inhibition,HPDE-C7 viability,Bfl-1 inhibitors,LYP inhibition,Spn DPM-DC inh,HPDE-C7K KRASV12,HT1080 viability,Spn PMK inh,Spn MK inh,others
Clc1ccc(OCCCn2cncn2)cc1Cl,16%,-3%,2%,10%,i,5%,10%,5,7,Spn PMK inh pilot replicates=0.5;Spn MK inh pilot replicates=0.0;Spn DPM-DC inh pilot screen %=2.0
O=C(Cn1nc(C(=O)O)c2ccccc2c1=O)NCC1CCCO1 (stereo unspecified),5%,.,-8%,17%,i,.,-2%,17,0,
Cc1ccccc1-n1nc2c(c1NC(=O)c1ccc(S(=O)(=O)N(C)C)cc1)CSC2,2%,-12%,-4%,12%,i,-10%,1%,8,6,
O=C(CC1NC(=O)NC1=O)NC1(C(=O)NC2CCCCC2)CCCCC1 (stereo unspecified),6%,0%,-6%,.,i,-4%,7%,10,11,
CCOc1ccc(C2CC(=O)NC(SC)=C2C#N)cc1 (stereo unspecified),10%,-11%,-5%,6%,i,-8%,6%,0,4,
Cc1nc2ncnn2c(C)c1CCC(=O)Nc1csc(N)n1,6%,-6%,-10%,.,i,-3%,-4%,12,1,
CCOC(=O)c1c(C)c(C(=O)NC(C)COC)c(C)n1C (stereo unspecified),8%,-1%,-6%,13%,i,6%,-10%,8,0,
COc1nc(N2CCCCCC2)nc(N2CCCCCC2)n1,3%,-15%,2%,3%,i,-8%,-16%,14,9,
COc1ccc(-n2nc3c(c2NC(=O)c2c(-c4ccccc4Cl)noc2C)CS(=O)(=O)C3)cc1,21%,-3%,-2%,-1%,i,-2%,3%,19,0,
O=C1c2ccccc2-c2ccc(C(=O)N3CCOCC3)cc21,17%,-8%,-12%,-1%,i,-5%,-4%,14,4,Spn PMK inh pilot replicates=2.0;Spn MK inh pilot replicates=0.0;Spn DPM-DC inh pilot screen %=0.0
CCOC(=O)Cn1c(N2CCOCC2)nc2c1c(=O)[nH]c(=O)n2C,18%,0%,5%,12%,i,0%,-3%,5,8,Spn PMK inh pilot replicates=9.0;Spn MK inh pilot replicates=0.5;Spn DPM-DC inh pilot screen %=1.0
CCC(C)(C)n1nnnc1C(c1cccs1)N1CCN(Cc2ccccc2)CC1 (stereo unspecified),5%,-30%,-2%,.,i,-20%,-4%,5,4,
Cc1ccc(-n2cc(C(C)(C)C)[nH]c2=S)cc1,10%,-9%,1%,5%,i,-6%,4%,5,9,
Cc1cc(C)n(-c2nc(NC(C)C)nc(NC(C)C)n2)n1,5%,-10%,-8%,.,i,-13%,-8%,5,0,
Nc1nnc(-c2ccccc2)c(-c2ccccc2)n1,18%,-14%,-7%,5%,i,7%,.,1,8,Spn PMK inh pilot replicates=5.0;Spn MK inh pilot replicates=0.0;Spn DPM-DC inh pilot screen %=1.0
Fc1ccc(-c2nnc(SCc3ncc(-c4ccccc4)o3)n2CC2CCCO2)cc1 (stereo unspecified),0%,-10%,-1%,9%,i,-18%,0%,6,15,
O=C(CSc1nc2ccccc2n1-c1ccccc1)NCC1CCCO1 (stereo unspecified),2%,-6%,-2%,.,i,-2%,-9%,3,7,
CCC(C)C(=O)Nc1cc(C(=O)OC)cc(C(=O)OC)c1 (stereo unspecified),4%,.,-6%,6%,i,.,3%,3,1,
CC(O)CNc1nc2c(c(=O)n(C)c(=O)n2C)n1Cc1cccc(C(F)(F)F)c1 (stereo unspecified),9%,-3%,4%,.,i,2%,7%,12,.,
Cc1c(NC2=NC3(CCCCC3)Cc3ccccc32)c(=O)n(-c2ccccc2)n1C,19%,-2%,-9%,5%,i,7%,14%,0,0,Spn PMK inh pilot replicates=2.5;Spn MK inh pilot replicates=0.0;Spn DPM-DC inh pilot screen %=2.5
CCOC(=O)C(C)Sc1nc(-c2ccco2)cc(C(F)(F)F)c1C#N (stereo unspecified),-2%,5%,-11%,.,i,-1%,-2%,11,12,
CC1CCN(S(=O)(=O)c2ccc3c(c2)oc(=O)n3CC(=O)NCc2ccc3c(c2)OCO3)CC1,2%,1%,6%,8%,i,5%,-4%,2,3,
CCOC(=O)N1CCN(C(=O)CSCC(=O)Nc2nc(-c3ccc4c(c3)OCO4)cs2)CC1,15%,0%,1%,.,i,-3%,4%,19,9,
CCC(NC(=O)Nc1ccc(O)cc1)(C(F)(F)F)C(F)(F)F,7%,19%,-7%,2%,i,25%,-12%,5,3,
Cc1cc(=O)oc2cc(OCC(=O)N3CCc4ccccc4C3)ccc12,7%,-25%,-4%,.,i,0%,2%,3,11,
N#CCCN1CCN(S(=O)(=O)c2ccc(S(=O)(=O)N3CCCC3)cc2)CC1,5%,-30%,-5%,.,i,-12%,-2%,2,5,
COc1cccc(-n2c(Cc3cc(=O)[nH]c(=O)[nH]3)nnc2SCc2cccnc2)c1,4%,5%,-2%,-2%,i,0%,-3%,5,3,
CCCSC1=N/C(=C\C=C\c2ccco2)C(=O)S1,12%,62%*,-1%,-1%,i,52%*,-5%,0,4,
NCCCCCc1nnc(SCC(=O)Nc2cccc(Cl)c2)o1,8%,-21%,5%,.,i,-21%,5%,3,8,
COCCn1nnnc1C(C(C)C)N(Cc1cccnc1)Cc1cc2cc(OC)ccc2[nH]c1=O (stereo unspecified),2%,0%,-7%,.,i,-13%,-5%,14,11,
CC1CCCN(S(=O)(=O)c2ccc(S(=O)(=O)N3CCCN(Cc4ccccc4)C3)cc2)C1 (stereo unspecified),14%,4%,-2%,.,i,-4%,2%,6,3,
Nc1ccc(N2CCOCC2)c(Cl)c1,8%,-11%,-4%,6%,i,-6%,1%,6,6,
COc1ccc(N=C2SCC(=O)N2c2ccc(OC)cc2)cc1,11%,4%,3%,-8%,i,4%,-2%,16,0,
N#Cc1nc(COc2ccccc2F)oc1N1CCCCCC1,6%,-10%,-4%,1%,i,-6%,-2%,1,6,
COc1ccc(C2=NCC(CSc3nnc(-c4ccc5c(c4)OCO5)o3)S2)cc1 (stereo unspecified),14%,10%,-9%,-10%,i,13%,2%,8,0,
CC(C)(C)NC(=O)C1N(c2cccnc2)C(=O)C2C(C(=O)Nc3ccccc3)C3(C)C=CC21O3 (stereo unspecified),9%,-17%,-10%,.,i,-15%,-20%,9,3,
O=S(=O)(c1ccc(OCC(O)CN2CCN(c3ccccc3Cl)CC2)cc1)N1CCOCC1 (stereo unspecified),10%,9%,-6%,-6%,i,3%,-4%,12,0,
O=C(CSc1nnc(Cn2c(=O)sc3ccccc32)n1-c1ccccc1)N1CCOCC1,1%,8%,-5%,.,i,13%,-1%,7,8,
COc1cc(C2C(C(=O)c3ccc(C)o3)=C(O)C(=O)N2Cc2cccnc2)ccc1O (stereo unspecified),12%,-6%,1%,-4%,i,5%,5%,0,10,
CCC(=O)N1CCc2cc(S(=O)(=O)CCC(=O)O)ccc21,7%,0%,-2%,9%,i,6%,12%,10,5,
O=C(CCc1ccccc1)n1nc(-c2ccccc2)nc1NCc1ccco1,.,.,.,10%,i,.,-6%,2,4,
CCCCC(c1nnnn1Cc1ccco1)N1CCN(C(=O)c2ccco2)CC1 (stereo unspecified),4%,0%,0%,16%,i,-1%,-3%,15,2,
COc1ccc(CCN2C(=NC(=O)CCC(=O)O)SC3CS(=O)(=O)CC32)cc1OC (stereo unspecified),11%,-11%,-6%,.,i,-19%,1%,3,0,
Cc1ccc(NCc2nnc(SCC(=O)c3ccccc3)o2)c(C)c1,9%,1%,-6%,.,i,4%,-8%,7,6,
O=C(CCS(=O)(=O)Cc1ccccc1F)NCCCN1CCCCC1,8%,4%,6%,19%,i,3%,-4%,12,9,
CC(=O)c1ccccc1NS(=O)(=O)c1c(C)nn(-c2ccccc2)c1C,17%,19%,3%,10%,i,30%,18%,3,12,Spn PMK inh pilot replicates=0.0;Spn MK inh pilot replicates=0.0;Spn DPM-DC inh pilot screen %=0.5
O=C(Nc1cccnc1)c1ccc2c(c1)C(=O)N(Cc1cccnc1)C2=O,13%,-14%,1%,.,i,6%,-5%,0,8,Spn PMK inh pilot replicates=0.0;Spn MK inh pilot replicates=1.0;Spn DPM-DC inh pilot screen %=4.0
CC(C)C(=O)Nc1ccc(-c2nc3cccnc3o2)cc1,5%,-17%,-5%,6%,.,-12%,.,12,7,Spn PMK inh pilot replicates=5.0;Spn MK inh pilot replicates=0.5
COCc1cc(=O)[nH]c(Nc2nc3ccc(C)cc3o2)n1,-14%,52%*,-3%,6%,i,51%*,26%,31,1,

# Among those listed so far, these contain a halogen.
SMILES,TNAP inhibition,HPDE-C7 viability,Bfl-1 inhibitors,LYP inhibition,Spn DPM-DC inh,HPDE-C7K KRASV12,HT1080 viability,Spn PMK inh,Spn MK inh,others
Clc1ccc(OCCCn2cncn2)cc1Cl,16%,-3%,2%,10%,i,5%,10%,5,7,Spn PMK inh pilot replicates=0.5;Spn MK inh pilot replicates=0.0;Spn DPM-DC inh pilot screen %=2.0
COc1ccc(-n2nc3c(c2NC(=O)c2c(-c4ccccc4Cl)noc2C)CS(=O)(=O)C3)cc1,21%,-3%,-2%,-1%,i,-2%,3%,19,0,
Fc1ccc(-c2nnc(SCc3ncc(-c4ccccc4)o3)n2CC2CCCO2)cc1 (stereo unspecified),0%,-10%,-1%,9%,i,-18%,0%,6,15,
CC(O)CNc1nc2c(c(=O)n(C)c(=O)n2C)n1Cc1cccc(C(F)(F)F)c1 (stereo unspecified),9%,-3%,4%,.,i,2%,7%,12,.,
CCOC(=O)C(C)Sc1nc(-c2ccco2)cc(C(F)(F)F)c1C#N (stereo unspecified),-2%,5%,-11%,.,i,-1%,-2%,11,12,
CCC(NC(=O)Nc1ccc(O)cc1)(C(F)(F)F)C(F)(F)F,7%,19%,-7%,2%,i,25%,-12%,5,3,
NCCCCCc1nnc(SCC(=O)Nc2cccc(Cl)c2)o1,8%,-21%,5%,.,i,-21%,5%,3,8,
Nc1ccc(N2CCOCC2)c(Cl)c1,8%,-11%,-4%,6%,i,-6%,1%,6,6,
N#Cc1nc(COc2ccccc2F)oc1N1CCCCCC1,6%,-10%,-4%,1%,i,-6%,-2%,1,6,
O=S(=O)(c1ccc(OCC(O)CN2CCN(c3ccccc3Cl)CC2)cc1)N1CCOCC1 (stereo unspecified),10%,9%,-6%,-6%,i,3%,-4%,12,0,
O=C(CCS(=O)(=O)Cc1ccccc1F)NCCCN1CCCCC1,8%,4%,6%,19%,i,3%,-4%,12,9,

# Rows were taken by chance; about 3.4% have a hit in one of these screens.
